Source: PubChem (National Center for Advancing Translational Sciences (NCATS))
TDP1 inh = TDP1 (human) enzyme inhibition; Q9NUW8; recombinant TDP1, AlphaScreen DNA substrate cleavage; Potency, µM (series often up to 130 µM), inactives show at the top dose activity change, negative = inhibition, hits mostly inhibitors; 350,000 compounds, 0.28% hits; also: nearly all actives have a fitted effect of over 40% in size
Target sequence (Q9NUW8 whole entry, looked up): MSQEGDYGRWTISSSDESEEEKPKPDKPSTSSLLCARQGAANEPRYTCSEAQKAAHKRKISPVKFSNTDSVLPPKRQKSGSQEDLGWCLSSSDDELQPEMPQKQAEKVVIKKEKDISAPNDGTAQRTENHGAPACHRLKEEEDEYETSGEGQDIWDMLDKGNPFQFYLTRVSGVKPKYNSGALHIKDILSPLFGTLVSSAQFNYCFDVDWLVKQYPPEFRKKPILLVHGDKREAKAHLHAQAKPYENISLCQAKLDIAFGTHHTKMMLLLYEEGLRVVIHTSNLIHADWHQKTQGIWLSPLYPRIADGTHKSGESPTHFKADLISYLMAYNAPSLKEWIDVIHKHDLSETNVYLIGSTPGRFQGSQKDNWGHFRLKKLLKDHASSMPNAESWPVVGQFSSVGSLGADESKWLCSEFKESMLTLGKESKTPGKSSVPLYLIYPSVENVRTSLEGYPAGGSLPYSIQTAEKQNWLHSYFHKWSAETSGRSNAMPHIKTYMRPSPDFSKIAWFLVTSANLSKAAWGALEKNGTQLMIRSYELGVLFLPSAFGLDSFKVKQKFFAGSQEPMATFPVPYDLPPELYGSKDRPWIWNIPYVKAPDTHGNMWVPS
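Compounds were preincubated with Tdp1 (1 nM final) for 15 min at room temperature before substrate (15 nM final) started a 5 min reaction; beads (10 ug/ml final) were then added for 10 min before AlphaScreen detection.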
TDP1 cell noCPT = qHTS for Inhibitors of human tyrosyl-DNA phosphodiesterase 1 (TDP1): qHTS in cells in absence of CPT; DT40 Tdp1-/- hTDP1 cells, no CPT, ATP luminescence, 48 h; AID 686978, 2013; 420,000 compounds, 15% hits; Potency, µM (highest dose often 46.2 µM), inactives show at the highest dose activity change, negative = growth inhibition, most hits filed as inhibitors; also: nearly all actives have a fitted effect of over 55% in size
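Stably hTDP1-transfected Tdp1-null chicken DT40 cells were treated with library compounds minus camptothecin and grown for at least 48 hr at 37 °C, after which cellular ATP was quantified by luminescence.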
KAT2A inh = GCN5L2 (KAT2A) acetyltransferase inhibition. Q92830. GCN5L2 HAT assay, ThioGlo1 CoA-SH fluorescence. Potency, µM (doses to about 58.9 µM), without a hit: top-dose activity change, negative = inhibition, actives largely listed as inhibitors. 390,000 compounds, 0.21% hits
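GCN5L2 (20nM final) in 50mM HEPES, 0.1mM EDTA pH 7.5, 0.01% Tween-20 was preincubated 15 min at room temperature with compound, then given ThioGlo1 (50uM), H3(1-25) peptide (75uM) and acetyl-CoA (70uM); CoA-thiol fluorescence (Ex340/Em540) was read at 0 and 20 min.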
An asterisk follows results filed as active; ? = inconclusive; nt = no result given; & = joins results of further samples; [ ] = remark or other dose. Calls follow the shape of the dose curve; as a rule, active = well fitted curve in the direction sought with a large enough effect; inconclusive = small, poorly fitted or top-dose-only effect, or another doubt; inactive = no such curve, though single readings can be large; an effect the other way counts as inactive or inconclusive. % is scaled to controls: 0 for no effect and ±100 for the full control effect; potency is read from the fitted curve at half-maximal effect. Only part of the results is shown; rates above refer to the full screens.

Molecule	TDP1 inh	TDP1 cell noCPT	KAT2A inh
CCOc1ccccc1CN1CCN(CCCc2ccccc2)CC1CCO (stereo unspecified)	nt	?	-16%
O=C(CSc1nncs1)NCCCc1ccccc1	5%	-18%	-12%
COc1ccccc1C(=O)Nc1ccccc1SCc1cc(=O)c2ccccc2[nH]1	5%	?	2%
Cc1ccc(S(=O)(=O)N2CCC(NC(=O)c3cccc(C)c3)CC2)cc1	0%	-17%	9%
Cc1ccccc1NS(=O)(=O)c1ccc(OCC(=O)NCC2CCCO2)cc1 (stereo unspecified)	0%	-15%	-1%
Cc1ccc(NC(=O)CN(C)S(=O)(=O)c2ccc3c(c2)n(C)c(=O)c(=O)n3C)c(C)c1	1%&4%	?	0%&-10%
CC(C)OCC(O)CSc1ccccn1 (stereo unspecified)	-1%	-22%	-4%
COC(=O)c1ccc(NC(=O)CSc2nc3ncccc3[nH]2)cc1	7%	21µM*	-2%
CC(C)c1cc(C(=O)NC2CCCCC2)no1	4%[56.1 µM]	-1%	-6%
O=C(NCCCN1CCOCC1)c1cn(-c2ccccc2)nc1-c1ccc(F)cc1	1%	-6%	2%
CC(C)=CCN1CCN(Cc2nc(C(C)C)cs2)CC1CCO (stereo unspecified)	3%	-7%	-10%
COc1ccccc1/C=N/NC(=O)NC12CC3CC(CC(C3)C1)C2	nt	?	-22%
CC(=O)c1cccc(NC(=O)c2cc3ccccn3n2)c1	7%	?	0%
CCOC(=O)N1CCC(N(CCN(C)C)C(=S)Nc2cccc(SC)c2)CC1	3%	-14%	-3%
C=CCN(CC=C)C(=O)c1ccc(OC2CCN(Cc3ccccn3)CC2)cc1	3%	-9%	-4%
COc1cccc(-c2nnc(SCC(=O)N(C)c3ccccc3)o2)c1	1%	10µM*	-9%
NC(C(=O)NC1C(=O)N2C(C(=O)O)=C(Cl)CSC12)c1ccccc1 (stereo unspecified)	?	3%	nt
CCCC[C@H](NC(=O)[C@H](CC(C)C)NC(=O)[C@@H](Cc1c[nH]c2ccccc12)NC(=O)[C@H](Cc1ccccc1)NC(=O)[C@@H](Cc1c[nH]c2ccccc12)NC(=O)[C@H](CC(N)=O)NC(=O)[C@@H](Cc1c(Cl)cccc1Cl)NC(=O)[C@@H]1CCCN1C(=O)[C@H](Cc1ccccn1)NC(=O)[C@@H]1CCCN1C(=O)[C@H](N)CCCCNC(=O)c1cccnc1)C(N)=O	15%	nt	12%
CS(=O)(=O)N1CCN(C(=O)Cc2cccs2)CC1	3%	-18%	-28%
Cc1ccc(N(C)C(=O)C2CCN(S(=O)(=O)c3ccc4c(c3)oc(=O)n4C)CC2)cc1	3%	?	-3%
N#Cc1ccccc1Sc1ccccc1C(=O)Nc1ccc(Br)cc1	-8%	?	-4%
c1ccc2c(c1)-c1cccc3c1c-2cc1ccccc13	-6%&-4%	nt	-10%
CC(=O)Nc1ccc(C(=O)Nc2cccc(S(=O)(=O)N(C)c3ccccc3)c2)cc1	1%	?	-1%
CSc1nc(N)nc(C(C)C)n1	nt	-4%	-3%
Cc1ccc(O)c(C(=O)c2cnc3c(c2)c(C)nn3C)c1	3%	?	-1%
COc1cc(C(=O)NC(C)c2cc(C)ccc2C)ccc1OCC(=O)N1CCOCC1 (stereo unspecified)	0%	-28%	-5%
Cc1cccc(NC(=O)CN2C(=O)C(c3ccc(F)cc3)=NC23CCCCCC3)c1C	8%	?	-5%
CCOC(=O)Cc1csc(NS(=O)(=O)c2ccc(F)cc2)n1	4%	?	16%
CCOC(=S)SCc1cn2ccccc2n1	7%	-14%	-4%
N#Cc1ccc(CSCC(=O)NN=C2CCCC2)cc1	5%	-24%	1%

Next part; the last two above are carried over.
Molecule	TDP1 inh	TDP1 cell noCPT	KAT2A inh
CCOC(=S)SCc1cn2ccccc2n1	7%	-14%	-4%
N#Cc1ccc(CSCC(=O)NN=C2CCCC2)cc1	5%	-24%	1%
O=C1C2C3C=CC(C4CC34)C2C(=O)N1/N=C/c1ccc([N+](=O)[O-])s1 (stereo unspecified)	5%	?	2%
O=C(COC(=O)CSc1ccc(Cl)cc1)Nc1ccc2[nH]c(=O)[nH]c2c1	1%	?	-4%
COc1ccc(NC(=O)Cn2ccn(-c3ccc(F)c(F)c3)c(=O)c2=O)cc1Cl	-3%	-14%	-6%
O=C(N/N=C/c1cccc(Br)c1)c1ccc(Cn2cc(Br)cn2)o1	6%	?	-5%
Cc1ccccc1CN(c1ccc(C(=O)Nc2ccccc2C(=O)NCc2ccco2)cc1)S(C)(=O)=O	6%	?	-21%
COc1ccc(C(=O)Nc2ccc(C(=O)OCc3cc(=O)n4nc(C5CC5)sc4n3)cc2)cc1	-9%	0%	21%
Cc1ccc(C(=O)NCCCNC(=O)c2ccccn2)cc1	7%	12%	-7%
O=C1C=C(O)C(n2cncn2)C(c2ccc(F)cc2)C1 (stereo unspecified)	-9%	-1%	-2%
Oc1ccccc1C1=NN(c2ccccc2)C(c2ccccc2)C1 (stereo unspecified)	nt	?	-19%
Cc1ccc(S(=O)(=O)CCC(=O)OCC(=O)NCC(=O)Nc2c(C)cc(C)cc2C)cc1	nt	-9%	-11%
COc1cc(C(=O)N=C2SC3CS(=O)(=O)CC3N2c2ccccc2)cc(OC)c1OC (stereo unspecified)	1%	5%	-3%
O=C(CN(Cc1ccc(F)cc1)C(=O)CCC(=O)Nc1ccccn1)NCc1ccc(F)cc1	10%	?	0%
COc1ccc(N(C(=O)c2snc(C(N)=O)c2N)C(C(=O)NC2CCCC2)c2ccc(OC)c(OC)c2)cc1 (stereo unspecified)	nt	-21%	-4%
O=S1(=O)CCO[C@H]2Cc3ccccc3[C@H]2N1Cc1cccc(C(F)(F)F)c1	nt	?	-13%
COc1ccc(C(=O)C2CCCN(C(=O)CCC3=NNC(=O)CC3)C2)c(C)c1 (stereo unspecified)	0%	-27%	-8%
COc1ccc(CCN(C)CC(O)COc2ccc(C(C)=O)cc2OC)cc1OC (stereo unspecified)	nt	-25%	-3%
COc1cccc(N(CC(=O)NCC2CCCO2)C(=O)CCC(=O)Nc2nccs2)c1 (stereo unspecified)	-1%	-4%	-4%
O=C(CSC1=NC(=O)C(Cc2ccccc2)C(=O)N1)NC1CCCCC1 (stereo unspecified)	3%	0%	0%
Cc1ccc(NC(=O)CSc2nnc(CNC(=O)c3cccs3)o2)cc1	-2%	20%	-3%
COc1ccc(N(Cc2cc3ccccc3[nH]c2=O)S(C)(=O)=O)cc1	6%	?	-2%
COc1cc(C(=O)NCCCn2ccnc2)cc(OC)c1OC	5%	-2%	-5%
CCOC(=O)c1cc(C(=O)c2cc(Cl)ccc2O)coc1=N	-8%	0%	-1%
Cc1ccc(S(=O)(=O)N(C)C)cc1NC(=S)NC(C)CCC(C)C (stereo unspecified)	-2%	21µM*	0%
CN(CC(=O)Nc1ccc(F)cc1)C(=O)c1cc(-c2ccco2)nc2ccccc12	nt	?	-28%
Cc1ccc(C)c2c1sc(=NC(=O)CN1C(=O)CCC1=O)n2C	6%	21µM*	-1%
Cc1c(NC(=O)C(=O)/C=C(/O)c2ccccc2)c(=O)n(-c2ccccc2)n1C	2%	10%	30%[activator]
COc1cccc(-c2nnc(SCC(=O)N3CCc4ccccc43)o2)c1	-4%[12.3 µM]	-8%	-5%
COc1cccc(C(=O)Nc2cccc(C(C)=O)c2)c1	-3%	-4%	2%
COc1ccccc1NC(=O)/C=C/c1ccc(OC)c(S(=O)(=O)N2CCOCC2)c1	-5%	-10%	-11%
CC(C)C(=O)N1CCC2(CC1)Oc1ccc(F)cc1C(=O)C21CC(c2cccnc2)=NO1 (stereo unspecified)	1%	nt	20%

Single values from the results shown:
O=S1(=O)CCO[C@H]2Cc3ccccc3[C@H]2N1Cc1cccc(C(F)(F)F)c1 – KAT2A inh: -13%
COc1cccc(N(CC(=O)NCC2CCCO2)C(=O)CCC(=O)Nc2nccs2)c1 (stereo unspecified) – KAT2A inh: -4%
O=C1C=C(O)C(n2cncn2)C(c2ccc(F)cc2)C1 (stereo unspecified) – TDP1 inh: -9%
CC(C)C(=O)N1CCC2(CC1)Oc1ccc(F)cc1C(=O)C21CC(c2cccnc2)=NO1 (stereo unspecified) – TDP1 inh: 1%

(listing goes on)
Molecule	TDP1 inh	TDP1 cell noCPT	KAT2A inh
CCOC(=O)c1c(C)sc(-c2c(-c3ccc(OC)c(F)c3)[nH]c3c2c(=O)[nH]c(=O)n3C)c1O	-2%	16µM*	-10%
CC(=O)c1ccc(N2CCN(C(=O)c3cc(-c4cccnc4)nc4ccc(Br)cc34)CC2)cc1	1%	18µM*	-7%
CCCCC(=O)NC(c1cccs1)c1cc(Cl)c2cccnc2c1O (stereo unspecified)	8%	2.6µM*	-1%
O=C(Nc1ccc(OCC(=O)N2CCOCC2)cc1)c1cccc(Cl)c1	1%	13%	1%
N=C1C(c2ccccc2)=C(O)CN1c1cccc(S(=O)(=O)NCc2ccco2)c1	-1%	-1%	-4%
CCCCn1c(N)c(N(CCOC)C(=O)c2ccc(C)c(S(=O)(=O)N3CCOCC3)c2)c(=O)[nH]c1=O	-5%	0%	2%
CCOc1ccc(Oc2ccc(C(F)(F)F)cc2NC(=O)C2=COCCO2)cc1	0%	?	-10%
O=C(CSc1nc(-c2ccccc2)nc2ccc(F)cc12)Nc1cccc(C(=O)O)c1	79µM*	-16%	18%
COc1ccccc1N1CCN(C(=O)C2CCC(CNS(=O)(=O)c3ccc(NC(C)=O)cc3)CC2)CC1 (stereo unspecified)	nt	-15%	-2%
COc1ccc(Cl)cc1Nc1nc2ccc(C)cc2n2cnnc12	nt	15µM*	-18%
COc1ccccc1N1CCN(C(=O)CCNS(=O)(=O)c2ccc3c(c2)CCC(=O)N3)CC1	-1%	-19%	-2%
Cc1ccc(C)c(N2CCN(c3nc4ccccc4c(=O)n3-c3ccccc3)CC2)c1	2%	9.2µM*	-10%
COc1ccc(COc2cc(-c3cccc(OC)c3)nc3ccc(NC(C)=O)cc23)cc1	-1%&5%	-19%	-23%&-17%
Cc1noc(C)c1CSCC(=O)N(C)CC(=O)Nc1ccc(Cl)c(Cl)c1	0%	?	-3%
CN(C)c1ccc(Nc2cc(Cl)ncn2)cc1	nt	-13%	-11%
Cc1ccc(SCC(=O)NCCN2C(=O)CSC2=O)cc1C	4%	-11%	-6%
COc1ccc([C@H]2[C@@H](C#N)[C@H](C#N)N3CCCN23)cc1	0%	11%	-1%
COC(=O)c1cc(NC(=O)C2COc3ccccc3O2)cc(C(=O)OC)c1 (stereo unspecified)	-8%	?	-2%
COc1ccc(CCNC(=O)c2coc(=O)c(Br)c2)cc1	nt	1.3µM*	1%
COc1cccc(CC(=O)OCC(=O)NC2(C#N)CCCCC2)c1	7%	6%	-2%
COC(=O)c1c(NC(=O)/C(C#N)=C/c2ccc(OC)cc2)sc2c1CCC2	0%[12.3 µM]	-7%	-7%
Clc1cccc2sc(N3CCN(c4ccccc4)CC3)nc12	3%	21µM*	-4%
COC(CNC(=O)c1ccc2c(c1)ncn2-c1ccc(C)cc1C)OC	nt	-9%	6%
CCc1ccc(CNC(=O)c2ccc(NC(=O)N3CCSc4ncccc43)cc2)cc1	3%	?	-10%
CN1C(=O)c2ccc(NC(=O)CSc3ccccc3)cc2C1=O	4%	-13%	-3%
CCOC(=O)c1cc2c(C(F)(F)F)cc(-c3cccnc3)nc2o1	1%	-13%	-7%
Cc1ccc(-n2c(Cc3cccs3)nnc2SCC(=O)Nc2ccc(F)c(F)c2)cc1	1%	-18%	-3%
O=C(NCCc1ccccc1)c1nc(CS(=O)(=O)c2ccc(Cl)cc2)no1	0%	-19%	-6%
CC1CCc2c(sc(NC(=O)c3c([N+](=O)[O-])cnn3C)c2C(N)=O)C1 (stereo unspecified)	6%	?	-4%
C=CCn1c(SCC(=O)N2CCOCC2)nc2ccccc2c1=O	4%	8%	-18%
COc1ccccc1C(=O)N/C(=C\c1ccc(Br)cc1)C(=O)NCCO	5%	-16%	-21%
CC(C)(C)c1ccc(OCCC(=O)Nc2cccc(S(=O)(=O)N3CCCC3)c2)cc1	nt	?	-27%

Structures shown so far that contain a CF3 group (3):
Molecule	TDP1 inh	TDP1 cell noCPT	KAT2A inh
O=S1(=O)CCO[C@H]2Cc3ccccc3[C@H]2N1Cc1cccc(C(F)(F)F)c1	nt	?	-13%
CCOc1ccc(Oc2ccc(C(F)(F)F)cc2NC(=O)C2=COCCO2)cc1	0%	?	-10%
CCOC(=O)c1cc2c(C(F)(F)F)cc(-c3cccnc3)nc2o1	1%	-13%	-7%
